PGC1a acetyl inh = lowers PGC1a acetylation signal in U2OS cells. 350,000 tested, 0.17% active. AlphaScreen anti-acetyl-lysine; with virally co-expressed GCN5 acetyltransferase. inhibition, % at 15.6 µM;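 active means every replicate shows inhibition of at least 40%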;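 further: 0% = neutral control wells and 100% = positive control wells; some results beyond the cut were filed as inactive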
LGR2 inh = Drosophila LGR2 receptor signaling inhibition | HEK293 LGR2, CRE-luciferase, bursicon-stimulated, 4 h | 380,000 tested, 0.35% active | AID 720647 | inhibition, % at 9.99 µM;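 active means drop in luminescence signal, shown as inhibition above about 50% in the replicate tests, limit read from the data, passing the limit was not always enough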;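 further: agonist challenge used bursicon conditioned medium at about half maximal strength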
PAX8 reporter = lowers PAX8-driven luciferase in RMG-I cells. RMG-I TPO-luciferase reporter, SteadyGlo, 24 h. inhibition, % at 12.6 µM. 360,000 tested, 1.2% active. AID 652154;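 active means mean replicate inhibition at least 60% with every replicate also reaching 60%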;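 further: luciferase light reporting Pax8 driven TPO promoter activity; plate controls were median of neutral control wells for no effect and mitoxantrone controls for full effect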
INS-1E GSIS act = GLuc luminescence reporter in INS-1E cells, primary screen for activators of glucose-dependent secretion of insulin | INS-1E GLuc reporter insulin secretion, 2-3 h | activation, % at 16.6 µM | 370,000 tested, 0.61% active;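 active means lowest replicate activation of at least 40%, so every replicate reaches that level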;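 further: 0% = median of neutral control wells and 100% = median of IBMX positive control wells; some compounds called inactive have numbers as strong as hits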
C2C12 statin = suppression of simvastatin myotoxicity; C2C12 myotubes + simvastatin, ATP luminescence, 48 h; scaled: DMSO 0, geranylgeraniol control 100; rescue of ATP level, % at 7.49 µM; 330,000 tested, 0.78% active;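 active means mean ATP rescue above about 67%, or every replicate alone reaching that limit, limit read from the data, passing the limit was not always enough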;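 further: myotubes were challenged with 10 µM simvastatin during compound exposure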
PglD inh = inhibitors of Campylobacter jejuni PglD acetyltransferase; purified PglD enzyme, DTNB colorimetric CoA detection; 360,000 tested, 0.098% active; inhibition, % at 12.5 µM; AID 602405; in the data active means inhibition above about 16%, passing the limit was not always enough; further: strong numbers were not always called active
Cneo AK release = causes C. neoformans cell lysis. adenylate kinase release luminescence, 4 h; normalised: neutral wells 0, clomiphene wells 100. AID 651654. lysis activity, % at 15 µM. 360,000 tested, 0.2% active;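 active means mean lysis activity across replicates of at least 80%, whatever share of replicates individually reach that level; inactive means mean lysis activity below 80%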
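Material – Cryptococcus neoformans yeast cells · Quantity – 5 × 10^6 yeast cells/mL · Buffer or medium – YPD medium · Compound – single dose · Timing – 4 h static compound exposure, 37 °C, read 1 h post-reagent · Signal – adenylate kinase release luminescence · Read-out basis – lysis from increased AK signal · Benchmarks – Clomiphene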
ARNT-TACC3 inh = disruptors of human ARNT/TACC3 interaction; AlphaScreen His-ARNT PAS-B/GST-TACC3 binding, luminescence; TACC3 fragment carries E629A point mutation; inhibition, % at 9.99 µM; 390,000 tested, 0.66% active; AID 623870;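 active means mean inhibition of replicates at least 50% and at least half of replicates each reaching 50%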;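 further: 0% = complete ARNT plus TACC3 wells and 100% = ARNT alone without TACC3; many hits fall short of the cut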
* hit, by the source's call; x = not tested or not shown; & = joins results of further samples. Rows were taken by chance. About 2.9% of those tested had a hit in this group.

Start of the data: the first three compounds (preview)
entry | Structure | LGR2 inh | ARNT-TACC3 inh | PGC1a acetyl inh | PAX8 reporter
1 | COCOc1cccc(CN2CCC2(C)C(=O)Nc2ccc3c(c2)OCO3)c1 (stereo not drawn) | 7 | x | x | 10
2 | COc1cccc(OC)c1C(=O)NC(=S)N1CCOCC1 | -33 | -4 | x | 0
3 | Cc1snc(S(=O)(=O)Cc2ccccc2Cl)c1C#N | x | -2 | -18 | x

entry | INS-1E GSIS act | C2C12 statin | PglD inh | Cneo AK release
1 | -25 | 6 | 3 | 5
2 | 5 | x | x | x
3 | x | 6 | 3 | 5

The listing (from the top)
entry | Structure | LGR2 inh | ARNT-TACC3 inh | PGC1a acetyl inh | PAX8 reporter
1 | COCOc1cccc(CN2CCC2(C)C(=O)Nc2ccc3c(c2)OCO3)c1 (stereo not drawn) | 7 | x | x | 10
2 | COc1cccc(OC)c1C(=O)NC(=S)N1CCOCC1 | -33 | -4 | x | 0
3 | Cc1snc(S(=O)(=O)Cc2ccccc2Cl)c1C#N | x | -2 | -18 | x
4 | Cc1cc(NC(=O)C2CCN(S(=O)(=O)c3c(C)noc3C)CC2)ccc1Br | -14 | 9 | 4 | 0
5 | O=C(N[C@@H]1CC[C@H](CCNS(=O)(=O)Cc2ccccc2)O[C@H]1CO)c1cnccn1 | 12 | 2 | -4 | -6
6 | COc1ccc(/C=N\Nc2ccc([N+](=O)[O-])cc2[N+](=O)[O-])c(C(=O)O)c1OC | 2 | 11 | -3 | -5
7 | COC(=O)c1cc(S(=O)(=O)NCc2ccccc2Cl)c[nH]1 | x | -8 | -3 | x
8 | Cc1ccc(S(=O)(=O)N(C)C[C@@H]2Oc3ccc(NC(=O)CCC(F)(F)F)cc3CC(=O)N([C@@H](C)CO)C[C@H]2C)cc1 | -12 | -1 | 3 | 17
9 | Cc1ccccc1CN1CCN(C(=O)c2ccco2)CC1 | 2 | -5 | 2 | 8
10 | COc1ccc(Cl)cc1NC(=S)NCCc1c[nH]c2ccccc12 | x | 12 | -22 | x

entry | INS-1E GSIS act | C2C12 statin | PglD inh | Cneo AK release
1 | -25 | 6 | 3 | 5
2 | 5 | x | x | x
3 | x | 6 | 3 | 5
4 | 33 | -9 | -3 | 2
5 | -8 | 8 | 16 | 16
6 | -17 | 10 | x | x
7 | x | -1 | x | 1
8 | -8 | 2 | -2 | 1
9 | 9 | 9 | 1 | 2
10 | x | 14 | -3 | 12

(listing goes on)
entry | Structure | LGR2 inh | ARNT-TACC3 inh | PGC1a acetyl inh | PAX8 reporter
11 | CCOc1ccc(C(=O)NCC2(c3ccccc3)CCOCC2)cc1 | -14 | 9 | 8 | 1
12 | C/C(=N\NS(=O)(=O)c1ccc(Br)cc1)c1ccncc1 | -18 | 19 | -2 | 1
13 | Cc1c(C(=O)NCc2ccccn2)sc2nc(-c3ccccc3)cn12 | -23 | 1 | -5 | -49
14 | C[C@H]1CN([C@@H](C)CO)C(=O)CCCn2nncc2CO[C@H]1CN(C)S(=O)(=O)c1ccc(Cl)cc1 | -1&-11 | -8&0 | -11&-6&-5 | -15&-10
15 | O=C(CN1CCN(C(=O)C2COc3ccccc3O2)CC1)Nc1ccccc1 (stereo not drawn) | 16 | -1 | 0 | -14
16 | C=C1c2cc(C)ccc2NC(=O)N1c1ccc(C)cc1 | x | 2 | 17 | x
17 | CCSc1nnc([C@H](C)NC(=O)OC(C)(C)C)o1 | x | -3 | x | -12
18 | COC(=O)C(NS(C)(=O)=O)(c1c(C)[nH]c2ccccc12)C(F)(F)F (stereo not drawn) | x | -6 | x | 15
19 | CCc1nc2ccc(C(=O)NCCOc3ccc(OC)cc3)cn2c1N(CCN(C)C)CC1CC1 | 17 | x | -1 | -7
20 | Cc1nn(CC(=O)NCCCN2CCC(N3CCCCC3)CC2)c(=O)c2cc(-c3ccccc3)nn12 | -11 | -3 | 4 | -6

entry | INS-1E GSIS act | C2C12 statin | PglD inh | Cneo AK release
11 | -4 | -8 | 7 | -1
12 | -5 | 3 | 2 | -1
13 | -8 | -6 | 2 | -4
14 | -6&5 | -3&19&6 | 2&2&2 | -1&-3&3
15 | 3 | x | x | x
16 | x | x | 4 | 0
17 | x | 14 | 0 | 2
18 | x | 11 | -3 | 1
19 | -8 | 5 | -4 | -2
20 | 3 | 10 | -3 | 1

Other records.
entry | Structure | LGR2 inh | ARNT-TACC3 inh | PGC1a acetyl inh | PAX8 reporter
21 | Cn1c(=O)n(C)c2cc(NS(=O)(=O)c3cccs3)ccc21 | 13 | -8 | -5 | 5
22 | COc1cccc(/C=C/C(=O)OCC(=O)Nc2ccc3[nH]c(=O)[nH]c3c2)c1OC | -7 | -24 | 4 | -6
23 | Cc1ccc(N(CC(=O)N2CCCCC2)S(=O)(=O)c2ccc(C)cc2)cc1 | 7 | -3 | -8 | 6
24 | COc1ccc(/C=N/NC(=O)c2ccco2)cc1Cn1nc(C)c([N+](=O)[O-])c1C | 5 | -14 | 3 | 24
25 | CCCCCC1C/C(=N\O)C=C(C)C1C(=O)OC (stereo not drawn) | 3 | 18 | -4 | -2
26 | CC(=O)c1cccc(NC(=S)NC(=O)Cc2ccccc2)c1 | 2 | 9 | x | -9
27 | CCOc1cccc(C(=O)N/N=C/c2coc3ccccc3c2=O)c1 | 6 | 1 | x | x
28 | O=[N+]([O-])c1cc(-c2cnc3ccccc3n2)ccc1Oc1ccc(Cl)cc1 | -32 | -18 | x | -18
29 | CCOC(=O)c1c(C)c(C(=O)NCc2cccs2)c(C)n1C | -6 | 37 | -2 | x
30 | O=C(Nc1ccccc1)C1=C[C@@H](c2ccc3c(c2)Cc2ccccc2-3)C[C@@H](OCc2ccc(CO)cc2)O1 | x | 4 | -21 | x

entry | INS-1E GSIS act | C2C12 statin | PglD inh | Cneo AK release
21 | -3 | 13 | -5 | -2
22 | 1 | 7 | -1 | 0
23 | 15 | x | x | x
24 | -3 | x | x | x
25 | 5 | x | 0 | 3
26 | 21 | 5 | -5 | 8
27 | x | -3 | 6 | 2
28 | 7 | x | x | x
29 | 0 | -13 | 2 | 5
30 | x | x | 6 | 0

More results.
entry | Structure | LGR2 inh | ARNT-TACC3 inh | PGC1a acetyl inh | PAX8 reporter
31 | CCC(=O)Nc1ccc(C(=O)n2nc(C)cc2C)cc1 | x | -9 | -7 | x
32 | N#Cc1cn(CCOc2ccccc2F)c2ccccc12 | x | 0 | -14 | -14
33 | O=C(C1=C[C@H](c2coc3ccccc3c2=O)C[C@H](OCCCCO)O1)N1CCOCC1 | -5 | 1&0 | 5&3 | -5&-10
34 | CSc1cccc(N2CC(C(=O)NCCN3C(=O)S/C(=C\c4cccnc4)C3=O)CC2=O)c1 (stereo not drawn) | 11 | -5 | 75* | -4
35 | CSc1ccc(OC2(C)CCN(Cc3ccc(C(C)C)cc3)C2)cc1 (stereo not drawn) | -2 | x | x | 3
36 | Cc1nnc(N2CCCC(C(=O)NCc3cccc(F)c3)C2)c2nn(-c3ccccc3)c(C)c12 (stereo not drawn) | 16 | 2 | -18 | 65*
37 | CCC(=O)N1[C@@H](CO)[C@@H](c2ccccc2)C12CN(Cc1ccccc1Cl)C2 | -8 | x | 1 | 1
38 | COc1ccc(OC)c(S(=O)(=O)NCCCN2CCCC2=O)c1 | 7 | x | x | x
39 | CN(CC(=O)Nc1cccc(F)c1)C(=O)c1ccc(-n2cncn2)c([N+](=O)[O-])c1 | -3 | 3 | -4 | 2
40 | Cc1ccc(S(=O)(=O)Nc2nc3ccccc3s2)cc1 | x | -2 | -3 | 5

entry | INS-1E GSIS act | C2C12 statin | PglD inh | Cneo AK release
31 | x | 8 | -3 | -1
32 | -19 | -31 | 7 | -2
33 | 4 | 3 | 0&-3 | 4&0
34 | -10 | 20 | -4 | 1
35 | -10 | -6 | 6 | 2
36 | 12 | 65 | 4 | -1
37 | 1 | x | x | x
38 | 12 | x | -1 | 0
39 | 16 | -12 | -3 | 0
40 | 16 | 2 | -3 | -3

The list goes on.
entry | Structure | LGR2 inh | ARNT-TACC3 inh | PGC1a acetyl inh | PAX8 reporter
41 | COc1cccc2cc(-c3ccnc(N)n3)oc12 | -27 | -1 | -2 | -66
42 | COc1ccccc1CNS(=O)(=O)c1c(C)nc2scc(C)n2c1=O | -15 | 2 | -4 | -4
43 | Cc1ccccc1-n1c(=O)n(Cc2ccc(C(=O)O)cc2)c(=O)c2[nH]cnc21 | -9 | -5 | 6 | -16
44 | CC(=O)Cc1nsc(NC(=O)c2ccc(Br)o2)n1 | 1 | 4 | -7 | x
45 | C[C@@H]1CN([C@H](C)CO)C(=O)Cc2cc(NC(=O)C3CCCCC3)ccc2O[C@@H]1CN(C)Cc1ccc(C(=O)O)cc1 | -9 | 7 | 2 | -13
46 | C[C@H]1CN([C@@H](C)CO)C(=O)c2cc(NC(=O)Nc3ccccc3)ccc2O[C@H]1CN(C)Cc1ccc(C(=O)O)cc1 | 8 | -3 | 2 | -1
47 | O=C(Nc1nc(-c2ccc(Cl)cc2)cs1)c1cccnc1 | x | x | -15 | -13
48 | COCCN(Cc1cc2cc3c(cc2n2nnnc12)OCO3)C(=O)c1ccccc1F | x | 4 | -2 | x
49 | CCCn1c2ccccc2c2cn[nH]c(=O)c21 | 5 | 1 | -3 | -2
50 | CC(C)c1ccc(C2NC(=S)NC3=C2C(=O)CCC3)cc1 (stereo not drawn) | 4 | 3 | -5 | -10

entry | INS-1E GSIS act | C2C12 statin | PglD inh | Cneo AK release
41 | 10 | -24 | -4 | 7
42 | -8 | -2 | 5 | -2
43 | 6 | 5 | -1 | 0
44 | 4 | 15 | -4 | 1
45 | 15 | -9 | 5 | 24
46 | 19 | 20 | 0 | -1
47 | x | -46 | -4 | -1
48 | x | 14 | -3 | 4
49 | 47* | 8 | -5 | -1
50 | 3 | -2 | -1 | 0

(listing goes on)
entry | Structure | LGR2 inh | ARNT-TACC3 inh | PGC1a acetyl inh | PAX8 reporter
51 | COc1ccccc1NC(=O)Nc1nc(CC(=O)Nc2ccc(F)cc2)cs1 | -15 | 0 | x | 5
52 | O=C(CC(NCCN1CCOCC1)C(=O)O)Nc1cccc(Cl)c1 (stereo not drawn) | -2 | 38 | 3 | 0
53 | C[C@H](CO)N1C[C@H](C)[C@@H](CN(C)S(C)(=O)=O)Oc2ccc(NC(=O)CCC(F)(F)F)cc2CC1=O | 16 | -4 | -3 | -18
54 | O=C(CSc1ccccc1)Nc1ccccc1C(=O)N1CCCC1 | -37 | -5 | 9 | -9
55 | CC(NC(=O)COC(=O)CCC(=O)c1ccc(F)cc1)c1ccccc1 (stereo not drawn) | 0 | 3 | x | -8
56 | CCC(Sc1ncccn1)C(=O)Nc1cc(C)on1 (stereo not drawn) | x | x | -10 | 9
57 | COc1ccc(CN2CCC2(C)C(=O)Nc2ccc(OC)c(OC)c2)cc1 (stereo not drawn) | -13 | x | 1 | -8
58 | Nc1cc(=O)c2[nH]cnc2[nH]1 | 10 | x | -3 | -23
59 | CN(C(=O)c1cccc(NC(=O)Cc2cccc(NC(=O)C3CCCN(C(=O)C4CCCCC4)C3)c2)c1)C1CCC1 (stereo not drawn) | -13 | -3 | 1 | 12
60 | Cc1nnc(SCC(=O)Nc2sc3c(c2C(N)=O)CCC(C)C3)[nH]c1=O (stereo not drawn) | -5 | x | -3 | -4
61 | COc1ccccc1C(=O)Nc1ccc2c(c1)C(=O)N(C)C[C@H](OC)[C@H](C)CN(C(C)=O)[C@H](C)CO2 | -1 | -11 | -1 | x

entry | INS-1E GSIS act | C2C12 statin | PglD inh | Cneo AK release
51 | -31 | 7 | -1 | -1
52 | -4 | 1 | 5 | 1
53 | 14 | 2 | 4 | 2
54 | 6 | x | 17 | -3
55 | -15 | 3 | 1 | 0
56 | x | x | 13 | -3
57 | 15 | 0 | 4 | 0
58 | 16 | 9 | 0 | -1
59 | -15 | 11 | -1 | 0
60 | 35 | 0 | -2 | -1
61 | 1 | 11 | 17 | -1

Screening results (PubChem)
